Assay outcomes from PubChem.
Growth percent in the NCI-60 one-dose screen (48 h, 10 µM unless noted): 100 = growth as untreated, 0 = no growth, -100 = all killed.
T-47D: T-47D breast cancer | 79,000 compounds, 5% hits | AID 1794792
MDA-MB-468: MDA-MB-468 breast cancer. 78,000 compounds, 8.5% hits
MDA-MB-231: MDA-MB-231 breast cancer. 81,000 compounds, 5% hits. AID 1794789
MALME-3M: MALME-3M melanoma. 78,000 compounds, 5.8% hits
HS 578T: HS 578T breast cancer | 78,000 compounds, 4.1% hits
BT-549: BT-549 breast cancer | 78,000 compounds, 4.4% hits
LOX IMVI: LOX IMVI melanoma | 79,000 compounds, 7.4% hits | AID 1794757
MCF7: MCF7 breast cancer. 82,000 compounds, 6.3% hits
* = called active by the depositor; . = no result given; & = joins results of further samples. The calls were made as follows: active = growth percent below 10; inactive = the rest.

Results follow in this order: T-47D | HS 578T | LOX IMVI | MDA-MB-231 | MALME-3M | BT-549 | MDA-MB-468 | MCF7
1: COc1ccc(-c2nc3cc(C(=O)Nc4cc(OC)c(OC)c(OC)c4)ccc3n2C2CCCCC2)cc1
    97 | 82 | 95 | 89 | 96 | 95 | 128 | 91
2: Nc1ccn(C2C=CC(CO)O2)c(=O)n1 (stereo unspecified)
    109 | 121 | 100 | 101 | 118 | . | 100 | 98
3: Cc1ccc(/C=C/C2=NN(c3ccc(S(N)(=O)=O)cc3)C(c3ccc(C)s3)C2)s1 (stereo unspecified)
    61 | 99 | 91 | 89 | 116 | 86 | 102 | 55
4: CCOC(=O)c1nc2c3ccccc3ccn2c1C#N
    108 | 107 | 103 | 104 | 100 | 114 | 98 | 95
5: COc1cccc(Nc2nccc(Nc3ccc4[nH]ncc4c3)n2)c1
    -52* | 24 | -67* | 15 | -49* | -16* | -45* | -51*
6: Cc1ccc(C(=O)N2CCn3c(nnc3C(F)(F)F)C2)cc1
    100 | 113 | 100 | 101 | 96 | 101 | 97 | 95
7: Cc1nn(-c2ccccc2)c2ncnc(Nc3ccc(OCCCBr)cc3)c12
    85 | 111 | 106 | 87 | 106 | 98 | 95 | 94
8: COc1ccc(OC)c(-c2ccc(-c3ccccc3N)c3[nH]c4ccccc4c23)c1
    63 | 94 | 84 | 74 | 85 | 73 | 72 | 70
9: O=C(O)c1cc(-c2c(Cl)cccc2Cl)nc2cc3ccccc3cc12
    94 | 105 | 110 | 94 | 84 | 92 | 113 | 93
10: Cc1ccc(N2CCC(=O)NC2=S)c(C)c1
    86 | 101 | 99 | 90 | 99 | 102 | 105 | 95
11: O=C(O)CNC(=O)CNC(=O)CNC(=O)CNC(=O)OCc1ccccc1
    99 | 107 | 91 | 101 | 95 | 108 | 95 | 87
12: Nc1ccc(C(=O)Nc2ccc(C(=O)Nc3ccc(/C=C/c4ccc(NC(=O)c5ccc(NC(=O)c6ccc(N)cc6)cc5)cc4S(=O)(=O)O)c(S(=O)(=O)O)c3)cc2)cc1
    64 | 94 | 95 | 95 | 96 | 92 | 109 | 99
13: Cn1cc(-c2nnc(N)nc2-c2cn(C)c3ccc(F)cc23)c2cc(F)ccc21
    69 | 91 | 98 | 95 | 107 | 100 | 100 | 87
14: CC1(C)[C@@H](O[C@@H]2OC[C@@H](O[C@@H]3O[C@H](CO)[C@@H](O)[C@H](O)[C@H]3O[C@@H]3OC[C@@H](O)[C@H](O)[C@H]3O)[C@H](O)[C@H]2O[C@@H]2O[C@H](CO)[C@@H](O)[C@H](O)[C@H]2O)CC[C@]2(C)[C@H]3CC[C@]45OC[C@@]6(CC[C@](C)(C=O)C[C@H]64)[C@H](O)C[C@@]5(C)[C@]3(C)CC[C@@H]12
    -56* | -31* | -73* | -60* | -80* | -94* | -71* | -60*
15: O=C(Nc1ccccc1O)C1C(=O)C(=O)N(c2ccccc2O)C1=O (stereo unspecified)
    112 | 107 | 88 | 102 | 111 | 89 | 89 | 89
16: O=P(O)(O)c1cc(-c2ccccc2)oc1-c1ccccc1
    82 | 105 | 84 | 90 | 110 | 116 | 97 | 101
17: Cn1c2ccc(Br)cc2c2nnc(Sc3no[n+]([O-])c3-c3ccccc3)nc21
    86 | 104 | 93 | 112 | 93 | 85 | 85 | 67
18: O=c1c2ccccc2ncn1-c1ccncc1
    92 | 111 | 99 | 99 | 116 | 113 | 100 | 98
19: O=c1oc2c(Br)cc(Br)cc2cc1-c1cs/c(=N/N=C\c2ccc(Cl)cc2)n1/N=C/c1ccc(Cl)cc1
    91 | 99 | 106 | 101 | 110 | 112 | 113 | 100
20: Clc1ccc(-c2nc(-c3cccs3)cn3ccnc23)cc1
    16 | 87 | 61 | 67 | 86 | . | -11* | 19
21: CCSC1=NCCS1
    110 | 121 | . | 98 | 128 | 103 | 114 | 94
22: CN(C)CCCNC(=O)c1cc(NC(=O)c2cc(NC(=O)c3ccc(C#Cc4ccccc4)cc3)cn2C)cn1C
    -15* | 32 | -100* | -69* | -96* | -15* | -94* | -93*
23: O=C(CCCCCCC(=O)Nc1ccc2c(c1)/C(=C/c1ccc[nH]1)C(=O)N2)NO
    -0.1* | 9.7* | -70* | 1.5* | 37 | 30 | 23 | 17
24: Nc1ccc(C2NC=CN2)cc1
    100 | 105 | 96 | 93 | . | 108 | 94 | 96
25: C#CCSc1nnnn1-c1ccc(Br)c(C)c1
    88 | 78 | 97 | 98 | 112 | 103 | 67 | 82
26: CC(C)N1CCC(CC(O)(c2ccccc2)c2ccccc2)C1 (stereo unspecified)
    92 | 89 | 101 | 103 | 116 | 102 | 102 | 113
27: Cn1nc(C(=O)O)c(=O)n(C)c1=O
    97&104 | 110 | 94&105 | 137&94 | 107&97 | 115&96 | 108&98 | 107&96
28: COc1ccc(CN2C(=O)CCC2C(=O)NCCc2ccccc2)cc1 (stereo unspecified)
    99 | 99 | 94 | 110 | 107 | 104 | 90 | 94
29: c1ccc2cc(Cn3cc[n+](Cc4ccc5ccccc5c4)c3)ccc2c1
    -5.4* | 59 | 37 | 19 | 14 | 2.3* | -24* | 37
30: COc1cccc2c1c1nc3cc(C)c(C)cc3nc1n2CCN(C)C
    30 | 54 | 1.1* | 23 | -12* | 69 | -8.0* | 4.6*
31: CCN1CCN(C(C(=O)NCc2ccccc2)c2ccc(Cl)cc2)C(=O)c2ccccc2C1=O (stereo unspecified)
    101 | 100 | 96 | 97 | 106 | 88 | 103 | 99
32: Nc1nc(N)c2cc(S(=O)(=O)c3ccc4ccccc4c3)ccc2n1
    58 | 38 | 25 | 62 | 69 | 48 | 27 | 34
33: N#Cc1ccc(S(=O)(=O)Nc2cccc3[nH]cnc23)cc1
    . | 101 | 99 | 95 | 94 | 109 | 107 | 94
34: Cn1cnc2c(=S)nc[nH]c21
    91 | . | 92 | 108 | 94 | . | . | 93
35: CCCCNS(=O)(=O)c1ccccc1
    97 | 107 | 95 | 114 | 97 | 93 | . | 102
36: CCCn1cnc2c(=S)nc(N)[nH]c21
    102 | 119 | 100 | 125 | 148 | 100 | 104 | 98
37: O=C(Cn1cc(CN2C(=O)c3ccccc3S2(=O)=O)nn1)N1CCN(c2ccccc2)CC1
    107 | 86 | 101 | 100 | 95 | 99 | 111 | 94
38: CCN(CC)CCNS(=O)(=O)c1ccc(C)cc1
    101 | 105 | 100 | 101 | 103 | 100 | 115 | 92
39: Cn1cc(/C=C2\C(=O)N(CCCCCCn3c4ccccc4c(=O)c4ccccc43)c3ccccc32)c2ccccc21
    92 | 98 | 94 | 94 | 104 | 105 | 120 | 90
40: Cc1cc(NC(=O)c2ccc(N=Nc3c(S(=O)(=O)O)cc4cc(NC(=O)c5ccc(N)cc5)ccc4c3O)cc2)ccc1N=Nc1ccc2cc(S(=O)(=O)O)cc(S(=O)(=O)O)c2c1
    83 | 107 | 94 | 106 | 100 | 103 | 110 | 92
41: CC(=O)Oc1c(C(C)C)cccc1C(C)(C)C
    90 | 107 | 99 | 115 | 99 | 112 | 112 | 97
42: FC(F)(F)c1cccc(/C=C/c2nn3c(-c4ccccc4)nnc3s2)c1
    53 | 105 | 97 | 100 | 108 | 112 | 54 | 31
43: Oc1cccc2ccc(-c3n[nH]c(=S)n3-c3ccccc3)nc12
    96 | 111 | 97 | 88 | 93 | 104 | 95 | 97
44: COc1ccc(-c2cc(-c3ccc(Cl)cc3)nc(SCCCC(=O)O)n2)cc1OC
    71 | 83 | 89 | 91 | 107 | 73 | 97 | 93
45: Cc1cc(C#Cc2ccc(C(C)(C)C)cc2)ccc1-n1c(/C=C/c2ccnc3ccccc23)nc2ccccc2c1=O
    94 | . | 57 | 88 | 108 | 121 | 112 | 88
46: Nc1sc2c(c1-c1nnc(-c3ccc(Br)cc3)o1)CCCC2
    72 | 96 | 99 | 96 | 107 | 103 | 99 | 80
47: Nc1ncc(-c2ccc3ncnc(NCc4ccccc4)c3c2)cn1
    15 | 15 | 39 | 40 | 38 | 34 | -12* | 19
48: CC1=CC(C)(C)NC(=S)N1c1ccc2ccccc2c1S(=O)(=O)O
    95 | 108 | 98 | 110 | 87 | . | . | 94
49: O=C(/C=C/C=C\c1ccccc1)/C=C/C=C/c1ccccc1
    . | 102 | 95 | 92 | 105 | 113 | 98 | 76
50: Cc1cc(-c2ccc(N=Nc3ccc4c(S(=O)(=O)O)cc(S(=O)(=O)O)c(N)c4c3O)c(C)c2)ccc1N=Nc1ccc2c(S(=O)(=O)O)cc(S(=O)(=O)O)c(N)c2c1O
    93 | 119 | 97 | 110 | 107 | 86 | 98 | 103
51: CCCCCCCCCCCCCCCC1=NCC[N+]1(CCO)CCO
    79 | 75 | 5.4* | 37 | 108 | 80 | 55 | 51
52: COc1cc(CNC(=O)Cc2ccccc2)ccc1OCC(=O)NO
    100 | 103 | 97 | 94 | 96 | 107 | 92 | 97
53: COc1ccc(-c2ccc(SCC(=O)Nc3ccc(S(N)(=O)=O)cc3)nn2)cc1
    105 | 104 | 90 | 106 | 77 | 117 | 106 | 84
54: Nc1nc(SCc2ccco2)nc2nc[nH]c12
    74 | 86 | 89 | 87 | 114 | 129 | 71 | 65
55: CC(O)C1CC[C@]2(C)[C@@H]1CC[C@@H]1[C@@]3(C)CC[C@H](O)C(C)(C)[C@@H]3CC[C@]12C (stereo partly specified)
    90 | 94 | 98 | 106 | 95 | 105 | 97 | 89
56: C1CCC(N2CCN(C3CCCCC3)CC2)CC1
    89 | 104 | 97 | 96 | 102 | 111 | 86 | 100
57: C/C(=N\O)c1ccc(NC(=O)CSc2nnc(-c3ccccc3)n2-c2ccccc2)cc1
    80 | 62 | 64 | 68 | 83 | 21 | 75 | 104
58: OC(COc1ccccc1)CN1CCN(c2ccccc2Cl)CC1 (stereo unspecified)
    116 | 110 | 113 | 105 | 117 | 93 | 128 | 106
59: O=C(Nc1nc(-c2ccc(Br)cc2)cs1)c1cc(-c2ccc(Br)cc2)nc2ccc(Cl)cc12
    57 | 95 | 95 | 74 | 105 | 100 | 102 | 68
60: COc1ccc(-c2nc3cc(C)ccc3n2CC(=O)N=Nc2c(O)[nH]c3ccc(Cl)cc23)cc1
    2.4* | -2.9* | -93* | -44* | -57* | -44* | -43* | .

Next section.
Results follow in this order: T-47D | HS 578T | LOX IMVI | MDA-MB-231 | MALME-3M | BT-549 | MDA-MB-468 | MCF7
61: CC(C)Oc1ccc(Nc2ccccc2)cc1
    97&91 | 100&100 | 92&97 | 82&89 | 91&96 | 69&86 | 76 | 122&82
62: C/C(=C\C(=O)OCCCCCCCCC(=O)O)C[C@@H]1OC[C@H](C[C@@H]2O[C@H]2[C@@H](C)[C@H](C)O)[C@@H](O)[C@H]1O
    105 | . | 94 | 116 | 95 | 98 | 105 | 95
63: N#C/C(=C\c1ccccn1)c1nc2cc(Cl)ccc2s1
    28 | 54 | 73 | 61 | 87 | 33 | 55 | 37
64: Fc1ccc(Cc2nnc(NC(=S)Nc3ccccc3)s2)cc1
    107 | 107 | 101 | 111 | 100 | 113 | 119 | 97
65: COc1nc2c(=O)[nH]c(N)nc2n1C1OC(CO)C(O)C1O (stereo unspecified)
    98 | 120 | 107 | 98 | 94 | 119 | 90 | 101
66: COCc1nc2ccccc2[nH]1
    104 | 101 | 99 | 100 | 99 | 164 | 102 | 89
67: NC1=NN=C2N(N)C(=O)c3cnn(-c4ccccc4)c3N2c2nc(-c3ccccc3)cc(-c3ccccc3)c21
    71 | 101 | . | 89 | 120 | 108 | 110 | 66
68: C/C(=C(/O)c1ccc(Cl)cc1)c1nc2ccc(Cl)cc2[nH]c1=O
    68 | 85 | 89 | 70 | 79 | 85 | 57 | 58
69: Cc1nc(-c2ccc(Cl)cc2)ccc1NC(=O)Nc1cccc(C(F)(F)F)c1
    87 | 103 | 93 | 115 | 126 | 99 | 99 | 81
70: CCN1CCN(C(=S)SC(SC(=S)N2CCN(CC)CC2)C(=O)c2nnn(-c3ccc([N+](=O)[O-])cc3)c2C)CC1
    81 | 100 | 101 | 87 | 74 | 79 | 94 | 52
71: Cc1ccc(COc2ccc(NC(=O)c3ccc4nc(NC(=O)c5ccc(NCCc6ccccc6)c([N+](=O)[O-])c5)sc4c3)cc2)cc1
    94 | 108 | 103 | 106 | 96 | 106 | 100 | 90
72: COc1cc(/C=C/C(=O)N2CCN(C(=O)c3cc(OC)c(OC)c(OC)c3)CC2)ccc1OCCCOc1cc2c(cc1OC)C(=O)N1CCC[C@H]1C=N2
    7.2* | -2.2* | 1.4* | 9.0* | -59* | -56* | -35* | 7.9*

Given field by field: 4 of the compounds above.
65: COc1nc2c(=O)[nH]c(N)nc2n1C1OC(CO)C(O)C1O (stereo unspecified)
  T-47D = 98
  HS 578T = 120
  LOX IMVI = 107
  MDA-MB-231 = 98
  MALME-3M = 94
  BT-549 = 119
  MDA-MB-468 = 90
  MCF7 = 101

66: COCc1nc2ccccc2[nH]1
  T-47D = 104
  HS 578T = 101
  LOX IMVI = 99
  MDA-MB-231 = 100
  MALME-3M = 99
  BT-549 = 164
  MDA-MB-468 = 102
  MCF7 = 89

67: NC1=NN=C2N(N)C(=O)c3cnn(-c4ccccc4)c3N2c2nc(-c3ccccc3)cc(-c3ccccc3)c21
  T-47D = 71
  HS 578T = 101
  LOX IMVI = .
  MDA-MB-231 = 89
  MALME-3M = 120
  BT-549 = 108
  MDA-MB-468 = 110
  MCF7 = 66

68: C/C(=C(/O)c1ccc(Cl)cc1)c1nc2ccc(Cl)cc2[nH]c1=O
  T-47D = 68
  HS 578T = 85
  LOX IMVI = 89
  MDA-MB-231 = 70
  MALME-3M = 79
  BT-549 = 85
  MDA-MB-468 = 57
  MCF7 = 58
